# Screening data (PubChem BioAssay)
# TTR transcr act = increases transthyretin transcription; 1.3% of 92,000 active; activation, % at 16.7 µM; SH-SY5Y TTR promoter Gaussia luciferase, luminescence; 100% = recombinant luciferase protein wells;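 active = activation above the mean of all tested compounds plus 3 SD, cut at about 9.5% in these data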;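 also: cells exposed to compounds for one day before reading; 0% = median of all test compound wells on the plate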
# * = called active by the depositor. A portion of the library. The share of hits here may be higher or lower than overall.
Structure | TTR transcr act
CC(C)(C)C(=O)Nc1ccccc1C(=O)NCc1cccnc1 | 1.9
Cc1ccc(OCC(=O)O/N=C(\N)c2cccnc2)cc1 | 3.5
Cc1cccc(-n2ncc3c(NCCN4CCOCC4)ncnc32)c1 | 5.4
C/C(=N/NS(=O)(=O)c1ccc(Br)cc1)c1ccc(C)o1 | -0.1
O=C(CSc1cc([N+](=O)[O-])cc(S(=O)(=O)Cc2ccccc2)c1)NC1CC1 | -2.0
Cc1cccc(-n2c(SCC(=O)N3CCCC3)nc3n[nH]c(C)c3c2=N)c1 | -1.4
CCCCn1c(=NC(=O)c2ccco2)c(C(=O)OCC)cc2c(=O)n3ccccc3nc21 | 2.1
COC(=O)c1sccc1NC(=S)N1CCN(c2ccccc2)CC1 | 0.1
COc1ccc(OCC(=O)N2N=C(C)CC2(O)C(F)(F)F)cc1 (configuration not stated) | -0.3
CCc1ccc(-c2cc(C)no2)cc1S(=O)(=O)NCCCN1CCN(c2ccccc2)CC1 | -6.1
N#Cc1cnc2ncnn2c1-c1ccccc1 | -1.1
O=C(CN1CCCc2ccccc21)NCc1ccc2c(c1)OCO2 | 0.9
O=C(CC1C(=O)NCCN1C(=S)Nc1ccccc1)Nc1ccc(F)cc1 (configuration not stated) | 1.8
O=C(COc1ccccc1[N+](=O)[O-])OCC(=O)N1CCC(Cc2ccccc2)CC1 | 0.0
Cc1ccc(C2C(=O)N(C3CCCC3)CC(=O)N2C2CCCCC2)cc1 (configuration not stated) | -0.1
O=C1N/C(=C\c2ccccc2)C(O)=C1C=NCc1ccccc1 | -1.3
COC(=O)Oc1ccc(/C=N/NC(=O)CSCc2ccc(Cl)cc2)cc1OC | -3.7
COc1ccc(OC)c(CN(CCCN2CCOCC2)C(=O)Nc2ccccc2)c1 | 4.7
CC(C)[C@H](NS(=O)(=O)c1ccc2c(c1)OCCO2)C(=O)OCC(=O)Nc1ccccc1 | 0.1
COc1ccccc1NC(=O)C(C)OC(=O)COc1cccc2c1OC(C)(C)C2 (configuration not stated) | 2.8
COc1ccc(-c2oc3ccc(-c4ccc5c(c4)OCO5)cc3c2C#CC2(O)CCCCC2)cc1 | -2.7
COCCn1c(C2CCCCC2)nc2sc3ccccc3c(=O)c2c1=O | -0.8
Nc1ccc(S(=O)(=O)N2CCc3ccccc32)cc1 | 2.4
Cn1nc(-c2ccccc2)cc1NC(=O)Nc1ccc(C(C)(C)C)cc1 | 1.5
CC(=O)c1c(C)[nH]c(C(=O)COC(=O)CN2C(=O)C3CCCCC3C2=O)c1C (configuration not stated) | -1.4
O=C(N/N=C/c1cc([N+](=O)[O-])ccc1O)c1cccc2cc[nH]c12 | -1.8
CN1CCN(CCOc2ccc(Cc3ccccc3)cc2)CC1 | -2.3
Clc1ccc(-c2csc(-c3ccno3)n2)cc1 | 1.1
CCC(=O)N(CCC(Cc1ccccc1)c1ccco1)Cc1ccco1 (configuration not stated) | -1.9
O=C(Nc1ccc(Br)c(Cl)c1)C1CC1 | -1.7
CCCCC1CC(CSC(=N)N)OC1=O (configuration not stated) | 0.9
CC(C)CNS(=O)(=O)c1ccc(CCC(=O)NCc2ccco2)cc1 | 1.3
Cc1ccc(-c2nnc(SCC(=O)NNC(=O)COc3cccc4ccccc34)n2C)cc1 | 2.1
COc1ccc(NC(=O)CC2C(=O)N(c3ccc(F)cc3)C(=S)N2NC(=O)c2ccc(Cl)cc2)cc1 (configuration not stated) | -2.4
CC(C)c1ccc(-c2cc(C(=O)N3N=C(C(F)F)CC3(O)C(F)F)c3ccccc3n2)cc1 (configuration not stated) | -0.9
O=C(NNc1c(Cl)cccc1Cl)c1cccs1 | 4.0
Cc1ccccc1Cn1nc(C)c(NC(=O)c2noc3c2CCCC3)c1C | -0.2
CN(C)CCOc1cc(Cl)cc(Cl)c1 | 0.0
Cc1ccc(NC2OC(C(O)CO)C(O)C2O)cc1[N+](=O)[O-] (configuration not stated) | -1.5
O=C(N/N=C(\CC(=O)c1cccs1)C(F)(F)F)c1ccncc1 | 4.6
COc1ccc(/C=C/C(=O)NC(=S)Nc2ccc(S(N)(=O)=O)cc2)cc1 | 3.8
O=C(/C=C/c1ccco1)OCC(=O)N1CCCCC1 | 2.2
C[C@@H]1CN([C@@H](C)CO)C(=O)CCCn2nncc2CO[C@H]1CN(C)C(=O)CCC(F)(F)F | 0.5
CCOC(=O)c1cc(NC(=O)c2cnccn2)cc(C(=O)OCC)c1 | 3.1
CCc1nc2ccc(C(=O)NCCOc3ccc(OC)cc3)cn2c1N(C)Cc1nccn1C | -1.8
O=C1CC(N2CCN(C/C=C/c3ccccc3)CC2)C(=O)N1Cc1cccs1 (configuration not stated) | -0.7
Cc1ccc2nc3c(nc2c1C)CCCC3 | 0.5
COC(=O)c1ccc(OCc2cc(=O)n3ccsc3n2)cc1 | 1.0
O=C(NCc1ccco1)C1CCN(S(=O)(=O)c2ccccc2C(F)(F)F)CC1 | -1.3
C[C@H](CO)N1C[C@H](C)[C@@H](CN(C)Cc2ccc(-c3ccccc3)cc2)Oc2ncc(C#C[C@@H](C)O)cc2C1=O | 0.7
CCOC(=O)C1CCCN(CCC(=O)Nc2cc(C)cc(C)c2)C1 (configuration not stated) | 1.8
CC1CCCCC1NC(=O)CSc1nnc(COc2ccccc2Cl)o1 (configuration not stated) | 2.0
CCNC(=O)CN(CCc1ccccc1)S(=O)(=O)c1ccc(OC)cc1 | 0.7
COc1ccc(NC(=O)Cn2c(=O)n(CC(=O)NCc3ccco3)c(=O)c3ccccc32)cc1 | -1.6
O=S(=O)(NCc1ccc(F)cc1)c1cc(Br)ccc1Br | 1.2
O=c1[nH]cnc2c1sc1nc3c(c(-c4ccc(Cl)cc4)c12)CCC3 | 5.7

# Later entries
Structure | TTR transcr act
Cc1ccccc1OCC(O)CN1CCN(CCN2C(=O)c3cccc4cccc(c34)C2=O)CC1 (configuration not stated) | -1.4
CCCN(CCC)C(=O)CC(c1ccccc1)c1ccco1 (configuration not stated) | -1.7
Cc1ccc(Oc2nn[nH]n2)cc1 | 1.3
NC(=O)CC1SC(N)=NC1=O (configuration not stated) | 3.7
CCN1CCN(C2=C(NS(=O)(=O)c3ccc(Br)cc3)C(=O)c3ccccc3C2=O)CC1 | -2.4
C=C1C(=O)[C@]23C[C@H]1CCC2[C@]1(C)CCC[C@@](C)(C(=O)O)C1C[C@@H]3O (some centres not stated) | -5.7
CCn1c(=O)c(CCC(=O)NCCN2CCOCC2)c(C)c2c(C)nn(-c3cccc(C)c3)c21 | -0.1
Cc1cc(C)nc(SC(C)CNS(=O)(=O)c2ccccc2)n1 (configuration not stated) | 5.8

# An excerpt from further up, as a working copy:
Structure | TTR transcr act
CCn1c(=O)c(CCC(=O)NCCN2CCOCC2)c(C)c2c(C)nn(-c3cccc(C)c3)c21 | -0.1
Cc1cc(C)nc(SC(C)CNS(=O)(=O)c2ccccc2)n1 (configuration not stated) | 5.8

# (further entries)
Structure | TTR transcr act
CCOc1ccc(NC(=O)NCc2ccco2)cc1 | 5.3
OCCNc1ncnc2c1sc1nc(N3CCOCC3)c3c(c12)CCC3 | -0.3
CC1CCc2c(nc3ncnn3c2N2CCN(c3ccccc3)CC2)C1 (configuration not stated) | -1.1
Cc1cccc(-n2cnc3cc(C(=O)N4CCCCC4)ccc32)c1 | -0.1
COc1ccc2[nH]c(C)c(CCN(Cc3cccs3)C(=S)Nc3ccccc3)c2c1 | 2.2
COC(=O)C1=C(COc2ccccc2)NC(=O)NC1c1ccc(Cl)cc1 (configuration not stated) | 3.8
CCC(C)CCN1CCN=C1Nc1ccccc1 (configuration not stated) | 0.6
CC1Cc2[nH]c(=S)[nH]c(=O)c2C(C)O1 (configuration not stated) | 1.2

# Four entries from above, with the structure last.
TTR transcr act | compound
5.4 | Cc1cccc(-n2ncc3c(NCCN4CCOCC4)ncnc32)c1
-0.1 | C/C(=N/NS(=O)(=O)c1ccc(Br)cc1)c1ccc(C)o1
-2.0 | O=C(CSc1cc([N+](=O)[O-])cc(S(=O)(=O)Cc2ccccc2)c1)NC1CC1
-1.4 | Cc1cccc(-n2c(SCC(=O)N3CCCC3)nc3n[nH]c(C)c3c2=N)c1

# New compounds follow.
Structure | TTR transcr act
CCN(CC)CCNC(=O)C(=O)NCC1OCCN1S(=O)(=O)c1ccc([N+](=O)[O-])cc1 (configuration not stated) | 0.4
O=S(=O)(c1ccc(NCC2CCCCC2)nc1)N1CCOCC1 | -0.2
c1cncc(Nc2nc(-c3cccnc3)cs2)c1 | 0.5
S=C(Nc1ccccc1Cl)NC1CCCCCC1 | -1.1
CC(C)(C)[C@H]1C=C(C(=O)N2CCOCC2)O[C@@H](OCc2ccc(CO)cc2)C1 | 2.2
O=[n+]1cc(-c2ccc(Cl)cc2)n([O-])c2c1CCC2 | -0.4
CCC(NC(=S)NC1CCCCC1)c1ccc(C(C)C)cc1 (configuration not stated) | -1.1
CN(Cc1cccc2cnccc12)C(=O)c1cc(COc2ccc(F)cc2F)on1 | -4.5
Cc1ccc(CSc2nn3c(=O)c(C)nnc3s2)cc1 | 1.6
O=C(COC(=O)c1nc(Cl)ccc1Cl)c1ccc(Cl)s1 | 2.7
Cc1c(OCC(=O)NCCCN2CCOCC2)ccc2c3c(c(=O)oc12)CCC3 | 3.2
COc1cc(OC)c(OC)cc1/C=N/n1c(-c2n[nH]c3c2CCC3)n[nH]c1=S | -0.6
COc1ccc(C2C(C(C)=O)=C(O)C(=O)N2c2ccc(O)cc2)cc1 (configuration not stated) | -1.3
O=C(C[C@H]1C/C=C\C[C@@H](Cc2ccc(F)cc2)C(=O)O[C@@H](c2ccccc2)CNC1=O)NCCO | -1.8
Cc1ccc(CNC(=O)c2ccc[nH]2)cc1 | 1.9
Fc1ccccc1NC(=S)NNc1ncc(C(F)(F)F)cc1Cl | 0.4
COc1ccc(NC(=O)Nc2nnc(N3CCC(C)CC3)s2)cc1OC | 3.0
Cc1[nH][nH]c(=O)c1C=NCc1cccnc1 | 3.6
CCOC(=O)c1c(OCCO)nn(-c2ccc(Cl)cc2)c1N | 0.2
OCCC#Cc1c(-c2ccsc2)sc2ccccc12 | 10.0*
CC1(C)O[C@@H](CC(=O)O)[C@]23CO[C@H](C(=O)[C@]4(C)C2CC[C@@]2(C)[C@H](c5ccoc5)OC(=O)C5O[C@]524)[C@@H]13 (some centres not stated) | 21.9*
CCc1ccc(OC2(C)CCN(Cc3ccccc3OC(F)F)C2)cc1 (configuration not stated) | -1.4
Cc1cccc(N(Cc2nnc3n2CCCCC3)C(=O)Nc2ccccc2)c1 | 3.0
COc1ccc(NC(=O)Nc2ccncc2)c(OC)c1 | -0.2
Cn1cccc1C(=O)NS(=O)(=O)c1ccccc1Cl | 5.2
Oc1ccc(-c2nc3ncccn3c2Nc2ccc3c(c2)OCCO3)cc1 | -1.1
CC(=O)c1c(C(C)=O)c(C)n(-c2ccc3ncccc3c2)c1C | -0.2
COCC(C)n1c(C)cc(C(=O)CSc2nnc(Nc3ccccc3F)s2)c1C (configuration not stated) | -4.7
Cc1cc(=O)c2ccc(C(F)(F)F)cc2[nH]1 | -2.0
COc1ccc(C(=O)COC(=O)CNC(=O)C2CCCCC2)c(OC)c1 | 1.1
COc1ccc(S(=O)(=O)N(CC(C)C)CC(C)C)c2cccnc12 | -1.6
CC(C)(C)NC(=O)C(c1ccnc2ccccc12)n1c(=O)c(-c2cc3ccccc3[nH]2)nc2ccccc21 (configuration not stated) | -2.4

# Of the compounds above, 5 have a nitro group on carbon.
Structure | TTR transcr act
O=C(CSc1cc([N+](=O)[O-])cc(S(=O)(=O)Cc2ccccc2)c1)NC1CC1 | -2.0
O=C(COc1ccccc1[N+](=O)[O-])OCC(=O)N1CCC(Cc2ccccc2)CC1 | 0.0
O=C(N/N=C/c1cc([N+](=O)[O-])ccc1O)c1cccc2cc[nH]c12 | -1.8
Cc1ccc(NC2OC(C(O)CO)C(O)C2O)cc1[N+](=O)[O-] (configuration not stated) | -1.5
CCN(CC)CCNC(=O)C(=O)NCC1OCCN1S(=O)(=O)c1ccc([N+](=O)[O-])cc1 (configuration not stated) | 0.4

# Going on with the list.
Structure | TTR transcr act
O=C(CCCCn1c(=O)c2ccccc2n(Cc2ccccc2F)c1=O)NC1CCN(Cc2ccccc2)CC1 | -1.6
O=C(CNC(=O)c1ccccc1F)N/N=C/c1cc(Br)ccc1OCc1ccccc1 | 5.3
COc1ccc(C(=O)NNC(=O)CSc2nnc(-c3cccnc3)n2C)cc1 | 3.8
CCOc1cc(CNn2cn[nH]c2=S)cc(Cl)c1OCc1ccccc1F | -1.0
O=C(Cn1cc(/C=C\[N+](=O)[O-])c2ccccc21)Nc1ccccc1 | -5.2
CCOc1ccccc1NC(=O)C1CCCN(S(=O)(=O)c2cccc3nsnc23)C1 (configuration not stated) | 5.7
COCc1cc(/C=N\NC(=O)c2ccc(Cl)cc2)ccc1OC | -0.8
Cc1cccc(-c2oc(C)c(C)[n+]2[O-])c1 | -0.2
Cc1ccc2cccc(S(=O)(=O)Nc3c(C)n(C)n(-c4ccccc4)c3=O)c2n1 | 5.1
COC(=O)c1ccc(C2/C(=C(\O)c3ccc4c(c3)OCCO4)C(=O)C(=O)N2c2nnc(C)s2)cc1 (configuration not stated) | 2.1
CCN(c1ccc(NC(=O)COC(=O)c2cccs2)cc1)C(C)C | -1.3
Cc1ccc(S(=O)(=O)N2CCN(c3nccnc3C#N)CC2)cc1 | 0.5
Cc1ccc(C)c(N(CC(=O)NC(C)C)C(=O)CCC(=O)Nc2ccccn2)c1 | 0.4
O=C(Nc1ccc2c(c1)CCO2)Nc1nnc([C@H]2C[C@H](O)[C@@H](CO)O2)s1 | 0.9
CCCCCCCC(=O)NC1=NC(=O)C(C)(C)S1 | 12.6*
O=C(NCCc1ccc(F)cc1)NC12CC3CC(CC(C3)C1)C2 | 0.4
Cc1ccc(N2C(N)=C(C#N)C(c3cc(CN4CCOCC4)cs3)C3=C2CC(C)(C)CC3=O)cc1 (configuration not stated) | -0.6
COc1cc(NC(=O)COC(=O)c2n[nH]c3ccccc23)c(C)cc1[N+](=O)[O-] | -1.2
Cc1ccc(C(=O)NCCNS(=O)(=O)c2ccccc2)cn1 | 2.3
O=C(Nc1nnc(-c2cccs2)o1)c1cc(-c2ccccc2)nc2ccccc12 | -1.3
